# Screening data deposited in PubChem by NMMLSC.
# RGS7-Gao: modulates binding of RGS7 to human Galphao; P09471; Multiplexed bead flow cytometry; actives lie on both sides; binding response (% of control), % at 10 µM; 220,000 tested, 0.35% active; AID 1439; in the data active means binding response below about 49% or above about 150%; inconclusive means no clear call, values can overlap the other calls; inactive means in between;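 further: fluorescent Galphao held in activated GDP-AlF4 state binding bead-coupled RGS7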
# Target sequence (P09471 whole entry, looked up): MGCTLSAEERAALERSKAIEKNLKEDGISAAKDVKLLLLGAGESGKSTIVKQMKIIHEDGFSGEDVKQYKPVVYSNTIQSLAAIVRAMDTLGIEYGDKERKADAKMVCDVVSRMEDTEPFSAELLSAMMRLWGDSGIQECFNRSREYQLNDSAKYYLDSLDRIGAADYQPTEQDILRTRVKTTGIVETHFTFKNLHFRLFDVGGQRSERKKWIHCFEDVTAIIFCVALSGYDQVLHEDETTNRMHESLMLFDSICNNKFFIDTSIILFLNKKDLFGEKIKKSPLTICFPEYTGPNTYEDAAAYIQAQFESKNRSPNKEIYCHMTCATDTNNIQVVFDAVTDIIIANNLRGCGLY
# GSH fluor: GSH bead compound fluorescence profile | AID 1776 | fluorescence (KMESF) at 10 µM | GSH beads flow cytometry, compound fluorescence 488/530 nm; stronger effect = higher value | 190,000 tested, 0.25% active; in the data active means fluorescence above about 89;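 further: glutathione beads carrying GST-tagged Bcl family fusion proteins plus one bare bead set; values are compound well signal with DMSO vehicle wells as background; inactives centre near 16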
# Bcl-XL Bim block: disrupts Bim peptide binding to human Bcl-XL | inhibition, % at 10 µM | Q07817 | AID 1007 | bead flow cytometry, fluorescence | 190,000 tested, 0.04% active
# Target sequence (Q07817 whole entry, looked up): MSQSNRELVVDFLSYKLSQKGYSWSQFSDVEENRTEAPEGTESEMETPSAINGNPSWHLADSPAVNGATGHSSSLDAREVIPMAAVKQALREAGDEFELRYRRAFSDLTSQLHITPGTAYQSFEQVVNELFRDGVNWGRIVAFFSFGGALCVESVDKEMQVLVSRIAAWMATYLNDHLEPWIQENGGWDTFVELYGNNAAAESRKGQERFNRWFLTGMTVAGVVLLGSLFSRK
# Bim-Bfl-1: inhibitors of Bim-Bfl-1 interaction, human | Q16548 | Bead-based flow cytometry, Bim-Bfl-1 binding inhibition | inhibition, % at 10 µM | 190,000 tested, 0.12% active | AID 1008;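 further: 0% = wells without compound plus tracer and 100% = blocker peptide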
# Bcl-B Bim block: inhibitors of Bim-Bcl-B interaction, human; Q9HD36; bead-based flow cytometry, Bim peptide-Bcl-B binding; inhibition, % at 10 µM; 190,000 tested, 0.073% active; AID 951;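 further: 0% = tracer peptide without compound and 100% = reference inhibitor peptide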
# Target sequence (Q9HD36 whole entry, looked up): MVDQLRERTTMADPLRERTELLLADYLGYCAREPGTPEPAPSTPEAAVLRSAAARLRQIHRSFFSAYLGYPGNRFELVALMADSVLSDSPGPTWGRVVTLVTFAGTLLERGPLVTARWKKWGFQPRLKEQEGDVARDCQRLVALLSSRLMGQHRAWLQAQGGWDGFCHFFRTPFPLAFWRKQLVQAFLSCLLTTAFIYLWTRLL
# ABCB1 block: inhibitors of human ABCB1 transporter, ABCG2 counter-screen; P08183; 190,000 tested, 0.067% active; inhibition, % at 6.6 µM; AID 1326; CCRF-Adr cells, JC-1 efflux, flow cytometry; in the data active means inhibition above about 40%;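 further: 0% = vehicle and 100% = reference inhibitor; higher value means more JC-1 retained so stronger ABCB1 efflux block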
# RGS8-Gao: modulates binding of RGS8 to human Galphao. response (percent of control binding), % at 10 µM. multiplexed bead flow cytometry; actives lie on both sides. P09471. 220,000 tested, 0.34% active; in the data active means response below about 60% or above about 140%; inactive means in between;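 further: Galphao activated as the GDP aluminium fluoride complex binding bead-coupled RGS8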
# RGS4-Gao reg: modulates binding of RGS4 to human Galphao; Multiplexed bead flow cytometry; actives lie on both sides; P09471; 220,000 tested, 0.33% active; binding response (% of control), % at 10 µM; AID 1415; in the data active means binding response below about 49% or above about 150%; inactive means in between;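 further: fluorescent Galphao activated with aluminum fluoride binding bead-coupled RGS4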
# Bcl-2 Bim block: disrupts Bim peptide binding to human Bcl-2; P10415; Bead-based flow cytometry, Bim peptide-Bcl-2 binding; inhibition, % at 10 µM; 190,000 tested, 0.06% active; in the data active means inhibition above about 40%; inconclusive means no clear call, values can overlap the other calls;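 further: 0% = no compound wells with probe peptide and 100% = reference peptide inhibitor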
# Bcl-W Bim block: disrupts Bim peptide binding to human Bcl-W | Q92843 | bead-based flow cytometry | inhibition, % at 10 µM | 190,000 tested, 0.02% active | AID 952;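 further: 0% = bound tracer without compound and 100% = peptide blocker; higher means less fluorescent Bim peptide bound to Bcl-W beads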
# Target sequence (Q92843 whole entry, looked up): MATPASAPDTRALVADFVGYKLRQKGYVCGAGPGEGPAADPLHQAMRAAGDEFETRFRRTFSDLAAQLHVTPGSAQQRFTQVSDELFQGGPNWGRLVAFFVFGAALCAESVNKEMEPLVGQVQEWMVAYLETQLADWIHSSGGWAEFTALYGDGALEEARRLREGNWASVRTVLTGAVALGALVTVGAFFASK
# ABCG2 inh: human ABCG2 inhibition, ABCB1 as counter-screen | 190,000 tested, 0.1% active | inhibition, % at 6.6 µM | IgMXP3 cells, JC-1 efflux, flow cytometry | Q9UNQ0 | AID 1325;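 active means inhibition above 80%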;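 further: 0% = DMSO and 100% = nicardipine control wells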
#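 Assay system – ABCG2 IgMXP3 and barcoded ABCB1 CCRF-Adr cell mix · Input – 3 million cells/mL in well · Reagent – JC-1 fluorescent substrate · Compound – single test compound dose, 6.6 µM final · Timing – 10 min exposure at 25 °C with rotation, no wash · Detection – flow cytometry of retained JC-1 fluorescence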
# The depositor's hits bear a star; ? = inconclusive; nt = not tested or not shown; [ ] = dose if it differs, or a comment. Unless noted, no stated cut-off is given here; in the data, active means inhibition above about 40%.
SMILES,RGS7-Gao,GSH fluor,Bcl-XL Bim block,Bim-Bfl-1,Bcl-B Bim block,ABCB1 block,RGS8-Gao,RGS4-Gao reg,Bcl-2 Bim block,Bcl-W Bim block,ABCG2 inh
Cc1[nH]n(-c2ccccc2)c(=O)c1C=Nc1ccc(S(=O)(=O)Nc2nccs2)cc1,104,10,2,-4,4,-0.3,93,83,0,1,-4
c1ccc2c(N3CCCCC3)ncnc2c1,98,57,-4,-7,-3,0.3,99,100,-2,-2,2
O=c1ccc2ccccc2o1,97,22,-1,0,-4,0.4,101,99,0,-2,0
O=C(COC(=O)c1cn(-c2ccccc2)nc1-c1ccc(F)cc1)Nc1ncc(Cl)cc1Cl,99,12,-3,-2,-7,0.3,101,98,-6,-4,1
CCOC(=O)CN(C(=O)CSc1nnc(COc2ccc(OC)cc2)n1C)c1ccccc1,101,31,-6,-16,-11,1.6,102,96,-4,-8,9
O=C1c2ccccc2C(=O)N1CCCn1c(=O)oc2ccccc21,106,16,0,-6,-5,0.4,101,105,0,6,2
CCOc1ccccc1C(=O)Nc1cccc(-c2ccc3nncn3n2)c1,96,16,9,-1,7,1.4,103,99,1,7,6
CCc1ccc(NC(=S)NNC(=O)c2ccccc2OC(F)F)cc1,106,14,-14,10,-29,-0.3,99,97,-15,-2,-1
O=C(NCCc1nc2ccccc2[nH]1)/C(=C/c1ccco1)NC(=O)c1ccccc1Br,95,12,-2,0,-1,0.3,101,98,0,0,0
Cc1ccc(OCCn2c(CCNC(=O)C(C)C)nc3ccccc32)cc1,100,9,2,0,-4,1.0,107,100,0,-2,5
COc1ccc([N+](=O)[O-])cc1NC(=O)CSc1ncccn1,92,15,-2,2,0,0.1,95,95,-6,-1,18
Cc1c(Cl)cccc1NC(CC(=O)c1ccccc1)C(=O)O (stereo not given),98,5,-4,-1,-4,0.5,81,97,-2,0,-8
O=C(CSC1=NC2(CCCCCC2)N=C1c1ccccc1)Nc1ccc2c(c1)OCCO2,nt,17,-6,0,-5,1.6,nt,nt,-2,-5,7
C/C(=N\NC(=O)CSc1nc2nc(C)cc(C)n2n1)c1ccccc1,94,16,2,0,-3,0.1,100,97,0,-1,2
COc1cc(C)c(CNc2cccc(C)c2)cc1C,109,39,-7,-7,-7,-0.3,101,101,-4,2,0
CCOc1cc(C)c(Cl)cc1S(=O)(=O)NC1CC(C)(C)NC(C)(C)C1,97,7,-6,8,1,-0.9,102,101,5,-2,-1
COC(=O)c1cc2nc(-c3ccc(C)cc3)cc(C(F)(F)F)n2n1,100,16,-3,-4,-5,-1.7,98,98,-1,-2,-1
COc1ccc(-c2csc(Nc3ccccc3)[n+]2Cc2ccccc2)cc1,?,25,-3,-5,-8,1.0,102,102,-1,-2,7
COc1ccc(Cl)cc1C(=O)Nc1ccc(NC(=O)c2ccco2)cc1,103,44,2,-2,0,-0.3,102,99,0,1,0
Cc1ccc(C(c2sc3nc(C)nn3c2O)N2CCN(c3ccccc3)CC2)cc1 (stereo not given),105,11,0,-1,2,1.8,103,108,1,0,2
COc1cccc(C(Nc2ccccn2)c2c(NC(=O)c3ccco3)sc(C)c2C)c1 (stereo not given),102,18,-7,0,-5,-0.2,100,100,-3,-5,-5
Cc1c(NC(=O)CSc2ncccn2)c(=O)n(-c2ccccc2)n1C,?,9,-1,-3,-17,0.9,97,98,-3,-1,2
O=C(COC(=O)Cc1ccccc1F)Nc1cccc(F)c1,97,23,0,-6,-4,-0.1,104,98,-1,-1,4
Cc1cccc(NC(=S)Nc2ccc3cn[nH]c3c2)c1,100,15,-6,-4,-7,0.4,99,101,-4,-3,6
Cc1ccc2c3c1C1(C(=O)N3C(C)(C)CC2C)C(C#N)=C(N)Oc2cc(O)ccc21 (stereo not given),100,36,-7,-19,-7,-0.9,102,102,-9,-2,6

# 13 structures out of the list, ordered by molar mass, smallest number first.
SMILES,RGS7-Gao,GSH fluor,Bcl-XL Bim block,Bim-Bfl-1,Bcl-B Bim block,ABCB1 block,RGS8-Gao,RGS4-Gao reg,Bcl-2 Bim block,Bcl-W Bim block,ABCG2 inh
O=c1ccc2ccccc2o1,97,22,-1,0,-4,0.4,101,99,0,-2,0
COc1cc(C)c(CNc2cccc(C)c2)cc1C,109,39,-7,-7,-7,-0.3,101,101,-4,2,0
Cc1cccc(NC(=S)Nc2ccc3cn[nH]c3c2)c1,100,15,-6,-4,-7,0.4,99,101,-4,-3,6
Cc1c(Cl)cccc1NC(CC(=O)c1ccccc1)C(=O)O (stereo not given),98,5,-4,-1,-4,0.5,81,97,-2,0,-8
COc1ccc([N+](=O)[O-])cc1NC(=O)CSc1ncccn1,92,15,-2,2,0,0.1,95,95,-6,-1,18
COC(=O)c1cc2nc(-c3ccc(C)cc3)cc(C(F)(F)F)n2n1,100,16,-3,-4,-5,-1.7,98,98,-1,-2,-1
Cc1c(NC(=O)CSc2ncccn2)c(=O)n(-c2ccccc2)n1C,?,9,-1,-3,-17,0.9,97,98,-3,-1,2
CCc1ccc(NC(=S)NNC(=O)c2ccccc2OC(F)F)cc1,106,14,-14,10,-29,-0.3,99,97,-15,-2,-1
COc1ccc(-c2csc(Nc3ccccc3)[n+]2Cc2ccccc2)cc1,?,25,-3,-5,-8,1.0,102,102,-1,-2,7
Cc1ccc2c3c1C1(C(=O)N3C(C)(C)CC2C)C(C#N)=C(N)Oc2cc(O)ccc21 (stereo not given),100,36,-7,-19,-7,-0.9,102,102,-9,-2,6
Cc1ccc(C(c2sc3nc(C)nn3c2O)N2CCN(c3ccccc3)CC2)cc1 (stereo not given),105,11,0,-1,2,1.8,103,108,1,0,2
Cc1[nH]n(-c2ccccc2)c(=O)c1C=Nc1ccc(S(=O)(=O)Nc2nccs2)cc1,104,10,2,-4,4,-0.3,93,83,0,1,-4
O=C(CSC1=NC2(CCCCCC2)N=C1c1ccccc1)Nc1ccc2c(c1)OCCO2,nt,17,-6,0,-5,1.6,nt,nt,-2,-5,7

# Later entries:
SMILES,RGS7-Gao,GSH fluor,Bcl-XL Bim block,Bim-Bfl-1,Bcl-B Bim block,ABCB1 block,RGS8-Gao,RGS4-Gao reg,Bcl-2 Bim block,Bcl-W Bim block,ABCG2 inh
Cc1ccccc1OCC(=O)Nc1ccc2c(c1)Cc1ccccc1-2,100,27,-5,-5,-7,0.7,100,100,-6,-1,0
O=C(NCc1nnc(SCC(=O)N2CCCC2)o1)c1ccco1,99,10,-3,-7,-6,1.0,99,100,-2,0,4
CCO[C@H]1OC(C(=O)NC2CC2)=C[C@@H](c2ccc(C(F)(F)F)cc2)[C@@H]1CCCO,102,20,0,-7,1,0.8,100,103,-4,-2,5
O=C(CCC(=O)Nc1ccc(F)cc1)N/N=C/c1cc([N+](=O)[O-])ccc1O,73,13,-1,-1,-4,1.4,84,78,0,0,5
CCCOC(=O)c1ccc(OC(=O)c2ccco2)cc1,137,11,0,1,0,0.3,122,176*[activator],0,1,0
COc1ccc(CCNC(=O)COc2ncnc3ccccc23)cc1,100,18,-2,-4,-2,0.0,107,105,0,0,0
O=C(O)CCCCCN1C(=O)CSC1=S,102,24,-2,-10,-5,0.8,100,100,-8,-2,1
CN(Cc1nc2ccc(Cl)cc2[nH]1)Cc1nc(-c2cnccn2)no1,97,13,-7,-6,-2,0.8,100,94,-4,-4,5
CN(C)CC(C)(C)CNS(=O)(=O)c1ccc(Cl)s1,104,11,-2,-4,-2,0.1,99,97,-4,-5,0
Cc1noc(C)c1CSc1ccccc1C(=O)Nc1nccs1,102,13,0,3,3,1.1,98,96,0,0,4
O=C(O)C1C2CCC(O2)C1C(=O)NCc1ccccc1Br (stereo not given),107,17,-1,-6,1,0.3,101,102,-1,3,2
Cc1ccc(Cl)cc1NC(=S)NCCCSC1CCCCC1,101,22,-1,-1,-7,1.4,101,102,-1,4,25
COc1c(C(=O)N2CCCC2)ccc2ccccc12,96,6,-3,-7,-3,0.4,96,97,-2,3,0
Cc1cc([N+](=O)[O-])nn1Cc1ccc(C(=O)N/N=C/c2ccc(O)cc2O)cc1,53,6,16,9,12,-0.9,81,65,14,8,-4
Cc1cc(/C=N/n2cnnc2)c(C)n1-c1cccc(C(=O)O)c1,103,20,-8,-18,-4,0.5,100,99,-2,-3,24
CC(C)CC(=O)N1CCC(O)(CS(=O)(=O)Cc2ccccc2)CC1,103,37,-9,-13,-8,-2.0,103,106,-8,-2,0
Cc1occc1C(=O)NCc1cccs1,94,29,-14,-25,-15,1.6,96,96,-17,-7,30
O=C(Nc1cccc(Cl)c1Cl)c1snnc1-c1ccccc1,104,11,0,-3,2,0.2,102,101,0,1,1
O=C(c1cnsn1)N1CCN(c2ccccn2)CC1,100,20,0,-2,-1,0.3,109,98,-1,0,1
Cc1ccc(C(=O)CSc2nc3cc(S(=O)(=O)N4CCOCC4)ccc3o2)cc1,107,24,-9,-4,-23,0.3,98,100,-13,-4,2
Cc1cc(C(F)(F)F)c2c(=O)[nH]c(=O)n(Cc3ccccc3)c2n1,101,5,-1,1,0,0.4,93,96,2,0,2
O=C(Cc1csc(Nc2nc(=S)[nH]c3ccccc23)n1)NCc1cccc(Cl)c1,98,14,-7,-3,-1,-0.1,101,98,-4,-3,2
CC1CCCN(Cc2csc(N)n2)C1 (stereo not given),102,13,-1,-3,-3,-0.2,100,101,-4,-3,0
Cc1ccsc1/C=N/NC(=O)CNC(=O)c1ccc(S(=O)(=O)N(C)C)cc1,107,68,-1,0,0,0.1,106,106,-1,-1,2
CCc1ccccc1Nc1nc(N)nc(CSCC(=O)c2cc(C)n(C)c2C)n1,97,24,-3,-7,-8,1.2,103,100,-7,1,3
# (listing goes on)
SMILES,RGS7-Gao,GSH fluor,Bcl-XL Bim block,Bim-Bfl-1,Bcl-B Bim block,ABCB1 block,RGS8-Gao,RGS4-Gao reg,Bcl-2 Bim block,Bcl-W Bim block,ABCG2 inh
Cc1cccc(CSc2ncc(CO)n2C)c1,101,17,-4,1,-6,0.2,99,96,-1,-2,1
COc1ccc(CCNC(=O)Cn2c(=O)n(CC3CCCO3)c(=O)c3cc(OC)c(OC)cc32)cc1OC (stereo not given),?,18,-1,-5,-6,0.0,102,99,-2,0,0
O=[N+]([O-])c1ccc2c(c1)C(N1CCOCC1)/C(=C/COc1ccc(F)cc1)O2 (stereo not given),100,17,-1,-1,-1,1.3,102,101,2,0,5
Cc1cc(O)ccc1N1C(=O)c2cccc3cc([N+](=O)[O-])cc(c23)C1=O,101,12,-2,-2,-3,0.7,99,100,0,-1,2
O=C(CNS(=O)(=O)c1ccc(C(=O)N2CCOCC2)cc1)N1CCOCC1,117,10,2,4,2,0.5,108,120,0,2,1
O=c1[nH]c(SCc2ccccc2Cl)nc2[nH]ncc12,106,16,0,-5,-5,0.0,103,101,0,-1,5
O=C(NCCO)c1ccc2nc(-c3ccco3)c(-c3ccco3)nc2c1,78,9,12,54*,5,-0.6,84,96,18,28,0
COc1cc(C(=O)OCC(=O)NC(=O)C2CCCCC2)ccc1OC(F)F,?,11,-3,-8,-4,0.7,105,108,-5,-3,3
O=C(O)CSc1ncnc2c1oc1ccccc12,101,35,-3,-13,-8,-0.4,103,100,-6,1,2
